High-throughput results from PubChem.
CR mimetic SO = lowers age-related superoxide in aged yeast cells | S. cerevisiae aged cells, superoxide DHE fluorescence; active compounds read low | superoxide response (% of plate mean), % at 10 µM | hit rate 0.18% among 330,000;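 active means superoxide response under a set limit, about three screen SD below normal, cut at about 65% in these data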;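 further: yeast aged for seven days with compound at 30 °C before DHE staining; 100% = average MFI of all compound-treated wells on the plate with controls excluded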
GRK2 inh = inhibitors of human GRK2 displacing RNA aptamer. inhibition of aptamer binding, % at 10 µM. P25098. bead flow cytometry, FAM-aptamer displacement from GRK2. hit rate 0.59% among 330,000. AID 488847;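 active means inhibition of aptamer binding above 40%, roughly 3 SD of noise, on plates passing a quality check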;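 further: median bead fluorescence of bound FAM aptamer so fluorescent compounds give negative values; no value below 0 was filed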
Target sequence (P25098 whole entry, looked up): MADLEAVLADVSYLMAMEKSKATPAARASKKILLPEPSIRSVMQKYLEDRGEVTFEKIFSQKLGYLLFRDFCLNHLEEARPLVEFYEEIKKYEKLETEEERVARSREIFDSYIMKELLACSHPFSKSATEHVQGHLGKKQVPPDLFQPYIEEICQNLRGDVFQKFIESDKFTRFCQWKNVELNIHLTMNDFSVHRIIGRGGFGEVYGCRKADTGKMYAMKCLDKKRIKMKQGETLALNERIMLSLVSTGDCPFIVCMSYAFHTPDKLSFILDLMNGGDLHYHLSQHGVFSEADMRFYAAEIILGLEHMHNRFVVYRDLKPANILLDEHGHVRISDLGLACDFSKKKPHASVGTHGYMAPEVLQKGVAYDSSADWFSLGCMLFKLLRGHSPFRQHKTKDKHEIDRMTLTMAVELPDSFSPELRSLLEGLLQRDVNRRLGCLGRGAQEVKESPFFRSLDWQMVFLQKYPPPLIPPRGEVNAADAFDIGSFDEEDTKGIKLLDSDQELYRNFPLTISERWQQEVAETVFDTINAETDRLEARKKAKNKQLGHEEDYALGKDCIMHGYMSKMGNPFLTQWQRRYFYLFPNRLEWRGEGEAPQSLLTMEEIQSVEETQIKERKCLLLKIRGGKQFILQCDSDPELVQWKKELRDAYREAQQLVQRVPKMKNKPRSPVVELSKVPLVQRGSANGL
VLA-4 inh = inhibition in a human VLA-4 binding assay; P13612; VLA-4 expressing cells, ligand binding flow cytometry; inhibition, % (about 7 µM as worked out from the volumes in the protocol); hit rate 0.2% among 330,000; in the data active means inhibition above about 50%
CIT2-GFP yeast = yeast TOR pathway CIT2-GFP modulation; S. cerevisiae CIT2-GFP strain, flow cytometry, 3 h; 100 means same as DMSO wells; GFP response vs DMSO, % at 10 µM; hit rate 0.065% among 320,000; AID 2029;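 active means GFP response relative to DMSO above a set limit, near the screen mean plus 3 SD, cut at about 150% in these data; inconclusive means Fewer than 70 cells measured for a yeast strain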;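 further: ratio of well median GFP fluorescence to mean of DMSO wells on the plate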
AGP1 TOR yeast = yeast TOR pathway AGP1-GFP modulation; AID 2066; GFP response vs DMSO, % at 10 µM; S. cerevisiae AGP1-GFP multiplex flow cytometry, 3 h; GFP as percent of DMSO wells; hit rate 0.02% among 320,000;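 active means GFP response relative to DMSO above a set limit, near screen average plus 3 SD, cut at about 150% in these data; inconclusive means fewer than 70 cells counted for the yeast strain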;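 further: median GFP channel fluorescence of the gated AGP1 strain per well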
RPL19A-GFP yeast = alters RPL19A-GFP fluorescence in TOR pathway yeast screen; S. cerevisiae RPL19A-GFP strain, flow cytometry, 3 h; active compounds read low; percent response vs DMSO, % at 10 µM; hit rate 0.3% among 330,000; AID 2025;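 active means percent response vs DMSO below 50%; inconclusive means fewer than 70 events counted for the yeast strain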;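 further: median channel GFP fluorescence of the barcoded RPL19A-GFP strain; ratio of sample median GFP to plate DMSO average so 100% = DMSO; lower means less RPL19A-GFP as with rapamycin TOR inhibition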
MEP2 TOR yeast = alters MEP2-GFP fluorescence in TOR pathway yeast screen; S. cerevisiae MEP2-GFP strain, flow cytometry GFP, 3 h; 100% = DMSO control level; GFP response vs DMSO, % at 10 µM; hit rate 0.51% among 330,000;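 active means GFP response versus DMSO above a set limit, roughly screen mean plus 3 SD, cut at about 180% in these data; inconclusive means fewer than 70 cells counted for a yeast strain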;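 further: median GFP fluorescence of the barcode-gated MEP2-GFP cells per well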
LAP4 TOR yeast = yeast TOR pathway LAP4-GFP modulation | S. cerevisiae LAP4-GFP multiplex, flow cytometry GFP, 3 h; median GFP as percent of DMSO wells | GFP response vs DMSO, % at 10 µM | hit rate 0.34% among 320,000 | AID 2023;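 active means GFP response vs DMSO above a set limit, about the screen mean plus 3 SD, cut at about 150% in these data; inconclusive means under 70 cell events counted for the yeast strain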
Active calls of the source: *; ? = inconclusive; / = not tested or not shown.

Results follow in this order: CR mimetic SO	GRK2 inh	VLA-4 inh	CIT2-GFP yeast	AGP1 TOR yeast	RPL19A-GFP yeast	MEP2 TOR yeast	LAP4 TOR yeast
- Cc1cc(C)cc(NC(=S)NCCCO)c1
→ 93	0	-4	116	112	106	107	100
- CCc1ccc(N(C(=O)c2csnn2)C(C(=O)NC(C)(C)C)c2cccnc2)cc1 (stereo unspecified)
→ 104	1	8	79	97	91	104	107
- CCc1ccc(C(=O)NNC(=O)CC2OC(=O)c3ccccc32)cc1 (stereo unspecified)
→ 90	1	5	96	106	101	104	100
- Cc1cc(SCc2cccc(Cl)c2)nc(=O)[nH]1
→ 122	6	12	93	99	97	100	98
- Cc1cc(Br)c(OCC(=O)NN)c2c1CCC2
→ 97	5	8	95	97	97	98	111
- N#CC1=C(N)OC2=C(C(=O)CCC2)C1C1CC=CCC1 (stereo unspecified)
→ 139	2	4	92	93	91	90	96
- O=C(COc1ccc2c(c1)OCO2)Nc1nncs1
→ 105	1	-2	103	93	105	107	101
- CC(NC(=O)c1ccc(C(C)(C)C)cc1)C(=O)O (stereo unspecified)
→ 98	4	5	98	104	99	79	90
- CNC(=S)N1N=C2c3ccccc3CCC2C1c1ccccc1Cl (stereo unspecified)
→ 117	1	-13	109	101	97	92	99
- Cc1ccc(Nc2nc(C)cc(C)n2)c(Br)c1
→ 102	2	-29	95	97	96	91	97
- COc1ccc(-c2c(-c3ccc(OC)cc3O)nc(C)nc2C(F)(F)F)cc1
→ 105	16	15	103	103	103	104	95
- CCc1onc(C)c1C(=O)Nc1ccc(N2CCOCC2)cc1
→ 113	3	-2	109	110	103	108	113
- O=C(Nc1ccccn1)c1cccc(S(=O)(=O)N2CCOCC2)c1
→ 93	1	15	110	104	98	106	108
- CCn1c(SCc2cccc(C)c2)nnc1-c1ccc(C)cc1
→ 108	1	-2	87	93	95	101	104
- COc1cc(OC)cc(C(=O)NNC(=S)NC(=O)c2cccnc2)c1
→ 98	4	10	106	105	102	104	95
- COc1cccc2cc(C(=O)n3ccc(C)n3)c(=O)oc12
→ 136	2	7	104	108	104	109	116
- O=C(CCCc1nc2ccccc2s1)N1CCN(S(=O)(=O)c2cccs2)CC1
→ 90	0	-2	100	105	96	116	103
- CC(=O)N1CCN(C(=O)c2oc3ccccc3c2C)CC1
→ 105	0	20	99	101	102	97	98
- CCOCC(=O)Nc1ccc(S(=O)(=O)Nc2nccs2)cc1
→ 103	0	-1	111	109	110	105	94
- CN(CCN(C)C(C)(C)C)C(=O)C(c1ccccc1)c1ccccc1
→ 99	1	20	100	108	95	96	103
- CN(C(=O)c1ccccc1OC1CCN(S(C)(=O)=O)CC1)C1CCOC1 (stereo unspecified)
→ 104	0	9	101	94	106	102	105
- O=C(Nc1ccc(OCc2ccccc2)cc1)c1cccc([N+](=O)[O-])c1
→ 110	0	-2	98	100	101	103	91
- Clc1ccc(-c2cc3ccccc3nc2N2CCCC2)cc1
→ 113	1	0	99	97	98	103	102
- Cc1c(CN(C)C)c2c(n1Cc1ccccc1)C(=O)c1ccc(Br)cc1-2
→ 102	0	26	101	101	96	112	106
- COc1ccccc1NS(=O)(=O)c1ccc(C(=O)NCC(c2ccccc2OC)N(C)C)cc1 (stereo unspecified)
→ 88	0	-10	92	102	111	107	88
- CC(C)(C)NC(=O)CCCCCCCC(=O)NC(C)(C)C
→ 111	2	0	98	94	99	106	98
- Nc1nonc1NC(=O)CSc1nc2ccccc2s1
→ 96	2	-5	105	97	98	99	99
- Cc1cc(C)c(NC(=O)CSc2nnnn2-c2cccnc2)c(C)c1
→ 93	3	0	100	97	103	105	91
- O=C(Nc1ccc(NC(=O)C2CC2)nc1)c1ccccc1F
→ 99	1	-2	99	96	98	100	94
- Cc1nc2nc[nH]n2c(=O)c1NS(C)(=O)=O
→ 98	0	5	99	108	100	105	100
- CCOC(=O)C1(CCOc2ccccc2)CCN(Cc2cccc3c2OCO3)CC1
→ 94	1	28	96	99	100	98	93
- COC(=O)C1CC(Cl)CN1c1ncc(C(F)(F)F)cc1Cl (stereo unspecified)
→ 98	3	5	98	89	89	93	93
- CN(C(=O)c1coc(=O)c2ccccc12)c1ccccc1Cl
→ 112	0	5	86	90	90	92	93
- CN1CCn2c1nc(N1CCCCC1)nc2=O
→ 107	0	-5	104	112	104	98	96
- O=C(CN1CCC(NC(=O)c2cccc(F)c2)CC1)NCc1ccccc1F
→ 102	0	19	92	24	88	126	117
- CCCN1CCN(C(=O)c2noc3c2COc2ccc(C)cc2-3)CC1
→ 102	59*	-7	104	102	100	97	101
- CCOC(=O)c1ccc(NC(=O)C(=O)NCCc2ccc(OC)cc2)cc1
→ 112	0	-2	112	107	102	109	108
- COc1ccc(/C=C2/SC(=O)N(CCNC(=O)C3CCCN3C(=O)c3cccs3)C2=O)cc1 (stereo unspecified)
→ 93	2	6	98	95	102	99	91
- COc1ccc(CCNC(=O)C2CCC(=O)N2S(=O)(=O)c2ccc(C)cc2)cc1 (stereo unspecified)
→ 100	1	5	110	105	107	108	88
- COc1cccc(S(=O)(=O)NCc2ccc3c(c2)OCO3)c1
→ 76	0	4	92	102	97	99	96

The final 6 compounds of the section before are carried over, then new ones follow.
Results follow in this order: CR mimetic SO	GRK2 inh	VLA-4 inh	CIT2-GFP yeast	AGP1 TOR yeast	RPL19A-GFP yeast	MEP2 TOR yeast	LAP4 TOR yeast
- O=C(CN1CCC(NC(=O)c2cccc(F)c2)CC1)NCc1ccccc1F
→ 102	0	19	92	24	88	126	117
- CCCN1CCN(C(=O)c2noc3c2COc2ccc(C)cc2-3)CC1
→ 102	59*	-7	104	102	100	97	101
- CCOC(=O)c1ccc(NC(=O)C(=O)NCCc2ccc(OC)cc2)cc1
→ 112	0	-2	112	107	102	109	108
- COc1ccc(/C=C2/SC(=O)N(CCNC(=O)C3CCCN3C(=O)c3cccs3)C2=O)cc1 (stereo unspecified)
→ 93	2	6	98	95	102	99	91
- COc1ccc(CCNC(=O)C2CCC(=O)N2S(=O)(=O)c2ccc(C)cc2)cc1 (stereo unspecified)
→ 100	1	5	110	105	107	108	88
- COc1cccc(S(=O)(=O)NCc2ccc3c(c2)OCO3)c1
→ 76	0	4	92	102	97	99	96
- N#CCn1c2ccccc2c2nc3ccccc3nc21
→ 92	0	2	108	99	98	103	94
- CC(C)Cc1ccc(C(=O)Nc2ccc(Cc3ccncc3)cc2)o1
→ 97	0	2	102	102	103	106	102
- c1ccc2c(c1)Cn1nc(Cc3nc4c(s3)CCCC4)nc1-2
→ 126	2	0	93	89	89	93	91
- O=C(NC1C2CC3CC(C2)CC1C3)C1CCCCC1 (stereo unspecified)
→ 103	0	8	107	86	99	102	95
- Cc1ccc(OCC(=O)n2cnnc2N)c(C)c1
→ 101	0	0	96	95	94	102	92
- COc1ccc(COC(=O)C2CCN(S(=O)(=O)c3ccc(OC)c(OC)c3)CC2)cc1
→ 83	0	3	77	91	96	93	89
- CC1CCN(S(=O)(=O)c2cccc(C(=O)NC3CCCC3)c2)CC1
→ 103	0	25	86	86	96	90	78
- O=C(NNC(=O)c1cccc2ccccc12)c1ccc2c(c1)OCO2
→ 90	0	3	95	98	98	98	104
- COc1ccc(-c2csc(NC(=O)CSCC(=O)Nc3cc(C)on3)n2)cc1OC
→ 103	7	-3	91	95	91	103	90
- Cc1cc(C)nc(NS(=O)(=O)c2ccc(NC(=O)c3ccccc3C)cc2)n1
→ 103	2	9	99	100	105	110	99
- O=C(CN1CCN(S(=O)(=O)c2ccccc2)CC1)Nc1ccc(N2CCOCC2)cc1
→ 91	0	19	103	97	99	108	100
- CCCCNC(=S)NC(C)(C)CO
→ 103	0	3	109	109	112	109	100
- COc1ccc(-c2nc(C)sc2CC(=O)O)cc1OC
→ 92	0	-5	105	98	94	96	99
- Cc1ccc(OCC(=O)N2CC(C)CC(C)C2)c([N+](=O)[O-])n1 (stereo unspecified)
→ 116	4	-3	118	97	100	102	92
- CC1=C(C#N)C(c2cccnc2)C2=C(CC(C)(C)CC2=O)N1 (stereo unspecified)
→ 101	2	0	107	102	98	101	104
- O=C(Cn1nc(C(=O)O)c2ccccc2c1=O)NCCC1=CCCCC1
→ 110	1	11	107	105	102	103	106
- CC(C)(C)C1CCC(=NNC(=S)Nc2cccnc2)CC1 (stereo unspecified)
→ 100	2	16	114	109	103	108	98
- CC(C)(C)C(=O)/C=C/Nc1ccccc1O
→ 122	1	5	122	108	108	106	111
- COc1ccc(C(=O)NC2CCN(C(=S)Nc3cccc(C)c3C)CC2)cc1
→ 95	1	-1	102	97	96	94	96
- O=C(N/N=C/c1ccco1)c1cc(=O)[nH]c2ccccc12
→ 74	2	-3	100	98	102	104	99
- Cc1ccc(S(=O)(=O)N/N=C\C=C\c2ccccc2)cc1
→ 88	1	-7	101	99	100	103	101
- C=CCSc1nnc(NC(=O)CSc2nc3ccccc3o2)s1
→ 92	0	19	90	100	100	105	104
- NC(=NCCc1ccccc1)NS(=O)(=O)c1ccc2ccccc2c1
→ 116	0	-16	88	91	98	97	85
- CSCCCN1CCC(n2nccc2NC(=O)CCCc2ccccc2)CC1
→ 109	3	23	94	98	99	97	109
- CCCNC(=O)CN1CCN(S(=O)(=O)c2ccc(Br)s2)CC1
→ 92	0	-4	97	98	93	102	102
- O=C(CSc1nccn1-c1ccccc1)NCc1ccc(F)cc1
→ 93	0	7	91	101	94	95	97
- O=[N+]([O-])c1ccc2ncnc(Nc3ccc4c(c3)OCCO4)c2c1
→ 99	0	-6	?	?	?	?	?
- COc1ccc(S(=O)(=O)N2CCC(C(=O)Nc3ccccc3N3CCCCC3)CC2)cc1OC
→ 95	0	2	/	98	111	104	86
- Cc1cccc(C(=O)Nc2cc(C)ccc2NC(=O)COc2ccccc2)c1
→ 103	0	-2	96	98	87	104	101
- O=C(COc1ccccc1)Nc1ccc(Cl)cn1
→ 89	0	1	85	105	101	117	95
- COc1ccc2[nH]c(N=Nc3ccccc3C)c(O)c2c1
→ 105	0	22	96	95	101	95	89
- CCOC(=O)c1cnc2c(C#N)c(C)nn2c1-c1ccccc1
→ 85	0	4	106	103	97	114	102
- O=C(COC(=O)/C=C/c1ccco1)Nc1ncc(C(F)(F)F)cc1Cl
→ 105	52*	-5	92	94	98	100	94
- COc1ccccc1OCC(=O)Nc1ccc(O)cc1C(=O)O
→ 101	0	-2	124	111	101	121	119
- CCOC(=O)C(C)(C)N(Cc1ccc(Cl)cc1)S(=O)(=O)c1ccc(Cl)c([N+](=O)[O-])c1
→ 102	0	26	96	100	101	116	101
- NS(=O)(=O)c1cccc(NC(=O)CSc2nnc(-c3ccccc3)o2)c1
→ 104	2	0	98	97	102	105	94
- Cc1ccc(NC(=O)C2COc3ccccc3O2)cc1S(=O)(=O)N1CCOCC1 (stereo unspecified)
→ 91	0	1	101	99	103	134	114

Structures listed above marked active in GRK2 inh:
Structure	GRK2 inh	VLA-4 inh	CIT2-GFP yeast	AGP1 TOR yeast	RPL19A-GFP yeast	MEP2 TOR yeast	LAP4 TOR yeast
CCCN1CCN(C(=O)c2noc3c2COc2ccc(C)cc2-3)CC1	59*	-7	104	102	100	97	101
O=C(COC(=O)/C=C/c1ccco1)Nc1ncc(C(F)(F)F)cc1Cl	52*	-5	92	94	98	100	94
